V1aR counter: activates human V1a receptor in oxytocin agonist counter-screen; CHO-V1R cells, Fluo-8 calcium fluorescence, agonist mode; 0% DMSO, 100% 3 nM vasopressin; activation, % at 3 µM; actives 0.25% (n = 320,000); P37288;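 active = activation above the mean activation of all tested compounds plus 3 SD, per screening run, cut at about 20% in these data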;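 note: signal is peak over basal fluorescence ratio across a 100 second FLIPR read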
Target sequence (P37288 whole entry, looked up): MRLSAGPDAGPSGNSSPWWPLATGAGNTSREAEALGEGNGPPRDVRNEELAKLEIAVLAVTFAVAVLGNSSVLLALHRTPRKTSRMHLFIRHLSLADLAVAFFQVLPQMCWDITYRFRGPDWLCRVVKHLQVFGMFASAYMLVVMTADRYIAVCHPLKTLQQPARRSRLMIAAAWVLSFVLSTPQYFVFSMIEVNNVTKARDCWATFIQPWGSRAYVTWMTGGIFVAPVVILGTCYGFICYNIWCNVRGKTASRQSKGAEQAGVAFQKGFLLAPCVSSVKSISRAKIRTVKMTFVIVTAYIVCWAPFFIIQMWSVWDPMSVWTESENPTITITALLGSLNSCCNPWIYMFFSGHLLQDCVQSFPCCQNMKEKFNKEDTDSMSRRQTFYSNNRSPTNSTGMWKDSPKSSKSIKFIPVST
OXTR ag: human OXTR agonism; P30559; actives 0.32% (n = 320,000); activation, % at 3 µM; CHO-OTR cells, Fluo-8 calcium fluorescence; normalized: DMSO 0%, oxytocin 100%;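 active = activation above the mean of all tested compounds plus 3 SD, cutoff set per screening run, cut at about 20% in these data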;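 note: peak over basal fluorescence ratio from a 100 s FLIPR kinetic read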
Target sequence (P30559 whole entry, looked up): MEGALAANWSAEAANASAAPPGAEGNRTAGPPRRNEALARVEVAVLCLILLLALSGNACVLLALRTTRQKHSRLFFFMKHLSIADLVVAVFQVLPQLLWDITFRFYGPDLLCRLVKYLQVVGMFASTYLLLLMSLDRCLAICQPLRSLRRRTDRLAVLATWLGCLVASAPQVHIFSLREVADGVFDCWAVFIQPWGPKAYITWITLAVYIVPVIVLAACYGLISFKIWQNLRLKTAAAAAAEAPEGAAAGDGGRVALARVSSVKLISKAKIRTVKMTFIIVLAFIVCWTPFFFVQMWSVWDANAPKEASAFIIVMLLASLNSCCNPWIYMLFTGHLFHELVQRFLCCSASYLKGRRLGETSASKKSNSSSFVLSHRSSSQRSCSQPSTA
GalR3 antag: human GalR3 antagonism. O60755. HEK293 GalR3-CNG cAMP membrane potential fluorescence; galR3 body fused to GalR1 C-terminus. inhibition, % at 3 µM. actives 0.44% (n = 360,000);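 active = inhibition above the screen-wide average plus 3 SD, cut at about 13% in these data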;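 note: forskolin and galanin both at EC90 stimulate the cells; cAMP rise reported by CNG channel membrane potential dye signal; 0% = forskolin plus galanin with DMSO and 100% = forskolin alone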
The depositor's hits bear a star. This is a subset; rates above refer to the full screens.

SMILES | V1aR counter | OXTR ag | GalR3 antag
Cc1cc(Cl)ccc1OCC(=O)OCC(=O)NC1CCCC1 | 0.3 | 0.6 | -6
CN(Cc1ccccc1)C(=O)c1nc[nH]c1C(=O)N(C)Cc1ccccc1 | 0.7 | 6.5 | 0
CC(C)C[C@H](NC(=O)c1nc[nH]c1C(=O)NCCCCCN)C(=O)OCc1ccccc1 | 1.0 | -0.8 | 3
COc1cccc(CNC(=O)COC(=O)/C(C#N)=C/c2ccc(N(C)C)cc2)c1 | 8.7 | 8.4 | -4
CC(OC(=O)[C@@H]1CCCN1C(=O)c1cccs1)C(=O)Nc1cccc([N+](=O)[O-])c1 (stereo partly drawn) | 7.8 | 8.4 | -4
CCC(=O)c1ccc(OCC(=O)OCC(=O)N2CCN(c3ccc(OC)cc3)CC2)cc1 | 5.6 | 2.7 | 1
CC1c2cccn2CCN1S(=O)(=O)c1ccc(F)cc1 (stereo not drawn) | -1.1 | -0.2 | -6
Cc1ccc(NS(=O)(=O)c2ccc(C(=O)N3CCC3)cc2)cc1 | 5.8 | 4.2 | -3
CSc1ncccc1C(=O)OCC(=O)NCc1ccccc1 | -0.2 | -1.9 | -5
CC(C)c1cccc(C(C)C)c1NC(=O)CN(C)C1CCS(=O)(=O)C1 (stereo not drawn) | 0.2 | 0.1 | -4
Cc1ccccc1OCCC(=O)OCC(=O)Nc1c(F)cccc1F | -0.2 | 0.7 | 5
Cc1ccc(NC(=S)NNc2ccc(C(=O)O)cc2[N+](=O)[O-])cc1C | 9.8 | -0.6 | -1
C[C@H](CO)N1C[C@H](C)[C@@H](CN(C)C(=O)Nc2ccc(C(F)(F)F)cc2)Oc2ccc(NC(=O)Nc3ccc4c(c3)OCO4)cc2C1=O | -0.1 | -0.7 | -5
CC(=O)C[C@@H](O)CC(=O)[C@@H]1OC(=O)[C@@H](C)C/C=C\Cc2ccccc21 | 1.1 | 0.2 | -1
Cc1ccc(-c2cn(CCC(=O)O)c(-c3ccc(Cl)nc3)n2)cc1 | 2.1 | 5.2 | -3
Cc1csc(SCC(=O)NC2CCC(C)CC2)n1 (stereo not drawn) | -1.2 | -1.9 | -1
COc1cccc(CN(C)C(=O)C2CC(=O)N(c3ccc4c(c3)OCCO4)C2)c1 (stereo not drawn) | 0.3 | -1.6 | -1
O=C(CN1C(=O)c2ccccc2S1(=O)=O)Nc1ncc(Cl)cc1Cl | 0.5 | 2.6 | 0
O=C(CN1C(=O)NC2(CCc3ccccc32)C1=O)c1ccc(Br)cc1 (stereo not drawn) | 1.2 | 0.4 | 0
COc1ccccc1NC(=O)CSc1nccc(-c2ccco2)n1 | 0.1 | 0.4 | 2
CCOC(=O)N1CCC(NCCNC(=O)c2cccc(F)c2)CC1 | 0.1 | 0.5 | -4
CN(C(=O)Cn1cc([N+](=O)[O-])ccc1=O)C1CCCCC1 | 1.0 | 0.1 | -1
COc1cc(C(=O)NNC(=O)Cc2cccs2)cc(OC)c1OC | -0.3 | 0.6 | 2
C[C@H](NC(=O)c1ccccc1)C(=O)N1CCN(Cc2ccc3c(c2)OCO3)CC1 | -0.7 | 0.7 | -8
Cc1cc(C)c(OCC(=O)OCC(=O)NCCC2=CCCCC2)c(C)c1 | 1.0 | -0.9 | -6
CC(=O)c1ccc(N2CCN(C(=O)CN3C(=O)NC4(CCCCC4)C3=O)CC2)c(F)c1 | 3.0 | 3.8 | -5
COc1ccccc1-n1cnnc1SCC(=O)NC1CCCCC1 | -0.3 | 0.6 | -5
Cc1ccc(C)c(OCc2ccc(C(=O)Nc3ccc([N+](=O)[O-])cn3)o2)c1 | 0.5 | -0.6 | -1
CC1(C)C(=O)Nc2ccccc2N1C(=O)COC(=O)Cc1ccc(Cl)c(Cl)c1 | 1.7 | -1.1 | -6
CC(C)C(C)N(Cc1ccc(C(=O)O)cc1)C(=O)c1ccc2ccccc2n1 (stereo not drawn) | 1.4 | 0.6 | 0
CCOc1ccc(CCNC(=O)COC(=O)c2nccnc2N)cc1OCC | -0.2 | -1.4 | -4
CCOc1ccccc1C(=O)NCCNC(=O)c1ccccc1OCC | -0.8 | -1.5 | -2
C[C@H](CO)N1C[C@H](C)[C@@H](CN(C)S(=O)(=O)c2cccs2)Oc2ccc(NC(=O)Cc3ccccc3)cc2C1=O | 2.0 | 0.4 | -2
CC(C)c1cccc(-c2ccc3c(c2)S(=O)(=O)c2cccc(C(=O)NC4CCCC4)c2C3=O)c1 | 0.7 | 1.5 | 0
NC(=O)NCC(=O)N1CCN(S(=O)(=O)c2ccc(Cl)s2)CC1 | -0.1 | 0.7 | -3
COC(=O)c1c(NC(=O)COC(=O)C2CCC2)sc(C)c1C | -1.3 | -2.2 | -4
CC1CCCC(NC(=O)NC(=O)COC(=O)c2ccc(O)cc2O)C1C (stereo not drawn) | 4.1 | 4.8 | -5
O=C(COC(=O)/C=C/c1cccc(C(F)(F)F)c1)NC(=O)NCc1ccco1 | 0.1 | -0.7 | -6
O=C(c1ccc(NS(=O)(=O)c2ccc(F)cc2)cc1)N1CCOCC1 | 0.9 | 0.3 | -1
C[C@@H]1CN([C@H](C)CO)C(=O)c2cc(NS(=O)(=O)c3cccs3)ccc2O[C@H]1CN(C)Cc1ccccc1 | 0.7 | 1.0 | -4
COc1ccc(NC(=O)CN(C)C(=O)CSCC(=O)Nc2ccc(C)cc2)cc1 | -1.2 | -1.8 | -5
CC(C)(C)c1csc(NC(=O)Cc2ccc(S(=O)(=O)N3CCOCC3)s2)n1 | 3.4 | 1.9 | -7
Cc1ccc(S(=O)(=O)N(C)C)cc1NC(=O)C(C)OC(=O)C1CCCC1 (stereo not drawn) | -0.3 | -0.7 | -2
CC(OC(=O)CCOc1ccccc1)C(=O)NC1CC1 (stereo not drawn) | 0.9 | 0.6 | 0
CSc1nnc(SCC(=O)Nc2ccc3[nH]c(=O)[nH]c3c2)s1 | 0.4 | -0.4 | -4
O=C(NN1CCOCC1)c1cccc(F)c1 | 0.7 | 0.1 | 3
CCN(CC)C(=O)c1[nH]cnc1C(=O)Nc1cccc(C)c1 | -0.3 | 0.1 | 1
CCOC(=O)C1=CC[C@@H](c2ccccc2Cl)N(S(=O)(=O)c2ccc(C)cc2)[C@H]1C(=O)OCC | 0.0 | -0.2 | 0
CCOC(=O)c1ccccc1NC(=O)COC(=O)C1CCN(S(=O)(=O)c2ccccc2C(=O)OC)CC1 | -0.6 | 0.3 | -5
C[C@H](CO)N1C[C@H](C)[C@@H](CN(C)CC2CCCCC2)Oc2c(NC(=O)CCC(F)(F)F)cccc2C1=O | -1.2 | -1.9 | -2
O=C(NCCC1=CCCCC1)c1cc(S(=O)(=O)N2CCCCC2)ccc1Cl | -0.5 | -2.1 | -2
Cc1ccc(N=Cc2cc3c(cc2[N+](=O)[O-])OCO3)cc1[N+](=O)[O-] | -0.1 | -0.2 | 7
COc1ccc(NC(=O)CN(C)C(=O)c2cn(-c3ccccc3)nc2-c2ccc(Cl)cc2)cc1 | 1.8 | -0.7 | -1
Cc1ccc(NC2=CC(=O)C(=O)c3ccccc32)c(C)c1 | -0.5 | -1.6 | -5
C#CCOCCOCCOCCNc1nc(N2CCOCC2)nc(N2CCN(C(=O)CCCCCCCCCCNC(=O)[C@H]([C@@H](C)CC)n3cc(CCCCN=C(N)N)nn3)CC2)n1 | 2.1 | 1.1 | -3
CCOc1ccc(CCNC(=O)CN2C(=O)NC3(CCCCC3)C2=O)cc1OCC | 0.1 | 7.6 | -2
Cc1ccc(S(=O)(=O)N(CCC(=O)NCc2ccccc2F)c2ccccc2)cc1 | 0.9 | -1.9 | -1
Cc1ccc(C)c(SCC(=O)N(C)C2CCS(=O)(=O)C2)c1 (stereo not drawn) | 0.9 | 1.7 | -2
CCC1Nc2ncnc(N3CCN(c4ccccn4)CC3)c2N(Cc2ccc(Cl)cc2)C1=O (stereo not drawn) | -0.2 | -0.9 | -6
COc1ccccc1Oc1ccc(NC(=O)Cc2ccccc2)cc1 | -0.9 | -1.9 | -3
Remaining list, next part:
SMILES | V1aR counter | OXTR ag | GalR3 antag
Cc1cc(NC(=O)CN2C(=O)NC(CC(C)C)C2=O)ccc1Br (stereo not drawn) | 3.3 | 3.6 | -5
O=C(CSC(=S)N1CCCC1)NCC(=O)Nc1ccccc1Br | -1.6 | -1.3 | -1
CCOc1ccc(NC(=O)CN(C)C(=O)c2c(C)nn(-c3ccc(F)cc3)c2Cl)cc1OCC | -1.0 | -2.2 | -4
CCOc1ccc(NS(=O)(=O)c2cc(NC(=O)C3CC3)ccc2C)cc1Br | 6.3 | 3.4 | 0
CC(=O)c1ccc(S(=O)(=O)N2CCN(c3nc(-c4cccnc4)nc4ccccc34)CC2)cc1 | 0.5 | 2.5 | -4
CCC(C)N(C(=O)COC(=O)CSc1ccc(C)c(C)c1)C1CCS(=O)(=O)C1 (stereo not drawn) | 0.8 | 1.2 | -4
Cc1ccc(C(C)C)c(OCCOCCN2CCNCC2)c1 | 0.8 | 1.8 | -5
O=C(COC(=O)c1ccc(Br)o1)NC1CCCc2ccccc21 (stereo not drawn) | -0.3 | -0.9 | -6
Cc1ccc(C(=O)N2CCCCC2)cc1NC1=C(Cl)C(=O)N(Cc2ccccc2)C1=O | 4.3 | 3.7 | -5
N#CCCN(C(=O)COC(=O)c1cc(=O)[nH]c2ccccc12)c1ccccc1 | 0.7 | 0.8 | -4
Cc1ccc(Oc2ccc(OCC(=O)Nc3ccncc3)cc2)cc1 | 10 | 11 | 105*
Cc1c(C(=O)N2CCC2)oc2ccc(Cl)cc12 | -0.4 | -1.6 | -3
CCCn1c(N)c(C(=O)COC(=O)/C=C/c2ccc(OC(F)F)c(OC)c2)c(=O)[nH]c1=O | 3.8 | 4.2 | -6
COc1ccc(NS(=O)(=O)c2cccc(C(=O)N3CCN(c4ccccc4O)CC3)c2)cc1 | 4.8 | 0.8 | 2
CCOc1ccc(/C=C/C(=O)OCC(=O)NCCc2ccc(OCC)c(OCC)c2)cc1OC | -1.6 | -2.4 | -3
CN(CC(=O)Nc1ccc(F)cc1)C(=O)CSc1ncccn1 | 0.1 | 0.4 | -3
CC1CN(C(=O)C(C)OC(=O)c2ccc3ncsc3c2)CC(C)O1 (stereo not drawn) | 0.4 | -0.4 | -3
CC1CCN(C(=O)c2[nH]cnc2C(=O)NC2CCN(C(=O)OC(C)(C)C)CC2)CC1 | 0.9 | 1.3 | -1
CSCCC(NC(=O)c1ccccc1Cl)C(=O)N1CCCCCCC1 (stereo not drawn) | -0.6 | -0.6 | -3
CCN(C[C@H]1N[C@@](CC)(C(=O)OC)[C@H]2C(=O)N(C)C(=O)[C@@H]12)S(=O)(=O)c1ccccc1 | 1.1 | 0.5 | -2
CC1(C)Cc2cccc(OCC(=O)NCCc3ccccc3)c2O1 | -1.2 | -3.2 | -1
Cc1cnc(C(=O)OCC(=O)c2cccc3ccccc23)cn1 | 0.3 | 0.1 | -5
COc1cc(-c2nc3ccc(C)cn3c2NCc2ccccc2)ccc1-c1cccc(Cl)c1 | 0.1 | -1.2 | -2
COCCN(C(=O)C1CCC1)c1c(N)n(CC(C)C)c(=O)[nH]c1=O | 0.5 | -0.1 | -3
O=C(CN1CCN(S(=O)(=O)c2ccc(F)c(F)c2)CC1)Nc1ccccc1C(=O)NC1CC1 | 2.5 | 1.9 | -7
C[C@H](CO)N1C[C@H](C)[C@@H](CN(C)C(=O)Nc2ccc(C(F)(F)F)cc2)Oc2c(NS(=O)(=O)c3ccc(F)cc3)cccc2C1=O | 0.2 | -0.6 | -8
CCN(CC(=O)Nc1ccc2c(c1)OCCO2)C(=O)/C=C/c1ccc(OC)c(OC)c1 | -0.4 | -2.2 | 1
CCc1nn2c(=O)cc(COC(=O)c3cc(Cl)c(OC)c(OC)c3)nc2s1 | 4.3 | 3.1 | -5
CC(=NNC(=O)c1cc(C)oc1C)c1ccc(Br)s1 | 1.3 | 0.2 | -7
CN(CC(=O)Nc1ccc(Cl)c(C(F)(F)F)c1)C(=O)C1CC(=O)N(Cc2ccco2)C1 (stereo not drawn) | 0.3 | 0.2 | -4
CN(Cc1ccccc1)C(=O)c1ccc2c(c1)S(=O)(=O)N=C1CCCCCN12 | 0.6 | 2.8 | -10
O=C(Cc1n[nH]c(=O)c2ccccc12)OCC(=O)c1ccc(F)c(F)c1 | 0.8 | -0.5 | -1
